# NPY Y2 blocker: NPY-Y2 (human) receptor antagonism; NPY-Y2 expressing cells, antagonist mode; inhibition, % at 2.7 µM; 140,000 compounds, 0.99% hits; in the data active = inhibition above about 17%;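 also: 0% = vehicle with agonist challenge and 100% = reference antagonist with challenge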
# Target sequence (P49146 whole entry, looked up): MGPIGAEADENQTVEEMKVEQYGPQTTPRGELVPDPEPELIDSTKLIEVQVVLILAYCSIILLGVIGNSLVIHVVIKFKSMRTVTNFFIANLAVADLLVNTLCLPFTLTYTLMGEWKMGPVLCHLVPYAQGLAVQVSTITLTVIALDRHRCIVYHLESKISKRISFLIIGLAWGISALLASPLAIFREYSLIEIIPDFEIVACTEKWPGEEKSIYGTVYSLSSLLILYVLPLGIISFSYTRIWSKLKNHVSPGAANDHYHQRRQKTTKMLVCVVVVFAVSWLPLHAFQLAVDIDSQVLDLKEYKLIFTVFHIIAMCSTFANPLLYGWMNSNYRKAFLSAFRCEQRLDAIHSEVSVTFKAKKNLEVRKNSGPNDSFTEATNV
# E-sel TNF inh: blocks E-selectin expression induced by TNF alpha; HUVEC TNFa-induced E-selectin immunofluorescence, high content; inhibition, % at 2 µM; 120,000 compounds, 0.71% hits;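 active = inhibition above the batch mean plus 3 SD, and confirmed as a hit on visual image review, cut at about 43% in these data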;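 also: 0% = TNF-stimulated DMSO wells and 100% = unstimulated control wells; not every result past the cut was called active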
# MRP1 act: activators of MRP-1. H69AR cells + doxorubicin, viability rescue, CellTiter-Glo. viability increase, % at 10 µM. 140,000 compounds, 0.61% hits. AID 799;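 active = viability gain under doxorubicin at or above a set limit, the compound median plus 3 SD, cut at about 4.7% in these data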;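 also: MRP-1 overexpressing cells given doxorubicin 25 µM after compound pretreatment; 18-22 h compound pretreatment then 72 h with doxorubicin before readout; 0% = doxorubicin-only wells and 100% = vehicle-treated cells without doxorubicin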
# Yeast lifespan up: extends the lifespan of yeast. S. cerevisiae growth with nicotinamide, OD615; deaD strain in restrictive glucose medium. inhibition of the nicotinamide effect, % at 10 µM. 130,000 compounds, 0.68% hits. AID 775;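 active = inhibition above a set limit, placed 3 SD over the median of all compounds, cut at about 26% in these data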;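 also: 0% = nicotinamide-treated wells and 100% = cells grown without nicotinamide; some compounds called inactive have numbers as strong as hits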
#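 Material: Modified budding yeast, DeaD strain | Medium: Restrictive glucose medium | Probe or stimulus: 1.5 mM nicotinamide | Dosing: Single dose 10 µM compound, 0.25% DMSO | Times: 48 h at 30 °C | Technique: OD615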
# Measles CPE: protection of cells from measles virus; Measles virus-infected cells, CPE protection, absorbance; protection (pct of control), % at 4 µM; 140,000 compounds, 1.5% hits; in the data active = protection mostly above about 24%, no sharp cut-off; inactive = mostly below about 26%; also: some compounds called inactive have numbers as strong as hits
# Yeast growth inh: yeast BB579 growth reduction in restrictive medium; S. cerevisiae BB579 growth, OD615, 48 h; inhibition, % at 10 µM; 140,000 compounds, 0.51% hits; AID 804;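 active = inhibition above a set limit, 3 SD over the mean compound inhibition, cut at about 44% in these data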; also: inactives centre near -24
#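 Test system: Saccharomyces cerevisiae DeaD strain BB579, replicative lifespan model yeast | Buffer or medium: Restrictive CSMM-D medium | Doses: One dose, 10 µM compound with 0.25% DMSO | Incubation: 48 h exposure, 30 °C | Detection: Culture absorbance at 615 nm | Control set: Amphotericin B at 10 µg/mL as positive control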
# GALR2 antag: blocks the human galanin receptor 2; O43603; GALR2-expressing cells, antagonist mode; inhibition, % at 4 µM; 140,000 compounds, 0.39% hits; in the data active = inhibition above about 27%;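 also: cells stimulated with galanin 1-16 at roughly its EC80; 0% = agonist challenge control and 100% = basal control without agonist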
# Target sequence (O43603 whole entry, looked up): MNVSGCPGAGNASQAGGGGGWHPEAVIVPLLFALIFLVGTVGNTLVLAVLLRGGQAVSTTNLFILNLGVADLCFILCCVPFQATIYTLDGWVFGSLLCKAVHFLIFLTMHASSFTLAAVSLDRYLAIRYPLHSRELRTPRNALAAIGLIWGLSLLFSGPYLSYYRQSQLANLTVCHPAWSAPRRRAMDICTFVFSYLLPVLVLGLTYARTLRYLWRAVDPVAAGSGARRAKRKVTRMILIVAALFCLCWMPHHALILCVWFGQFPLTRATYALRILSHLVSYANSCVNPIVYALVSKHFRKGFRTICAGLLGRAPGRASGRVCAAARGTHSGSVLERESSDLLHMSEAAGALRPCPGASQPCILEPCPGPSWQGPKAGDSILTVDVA
# Phagocyt inh: inhibitors of macrophage phagocytosis; J774A.1 macrophage IgG-bead phagocytosis, imaging; 110,000 compounds, 0.07% hits; inhibition, % at 5 µM;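 active = inhibition above the mean of the plate negative controls plus 5 SD, cut at about 13% in these data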;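 also: phagocytic index as fraction of beads internalized from green versus red external bead signal; plate controls were DMSO negative control for no effect and cytochalasin-D positive control for full effect; some results beyond the cut were filed as inactive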
# PTEN del growth: suppresses growth of cells with PTEN deletion; HCT116 PTEN-null viability, CellTiter-Glo, 60 h; stronger effect = lower value; viability, % at 10 µM; 140,000 compounds, 1.2% hits;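 active = viability at or below a set limit, 4 SD under the median of all tested compounds, cut at about 3.7% in these data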;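 also: PTEN knockout HCT116 line with beta catenin targeted HCT116 as companion control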
# bCat KO growth: beta-catenin-lacking colon tumor cell growth suppression; 140,000 compounds, 1.5% hits; AID 818; viability, % at 10 µM; HCT116 beta-catenin knockout viability, CellTiter-Glo, 60 h; stronger effect = lower value;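 active = viability at or under a set limit, the compound median less 4 SD, cut at about 6% in these data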;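 also: 0% = Hyamine 1622 control at 20 µM and 100% = untreated cell control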
# Numbers without * were called inactive; nt = no result given.
SMILES,NPY Y2 blocker,E-sel TNF inh,MRP1 act,Yeast lifespan up,Measles CPE,Yeast growth inh,GALR2 antag,Phagocyt inh,PTEN del growth,bCat KO growth
CCCCCCC1CCC(C(=O)NC(CCSC)C(=O)NC(C(=O)OC)C(C)C)CC1 (stereo not given),2,-15,-3.6,-14,3,-43,-3,0,18,14
CCOCCCn1c(=S)[nH]c2cc(C(=O)N3CCC(C(N)=O)CC3)ccc2c1=O,0,16,0.2,-9,4,-30,10,-3,100,90
CC1=C(C)CC(C(=O)Nc2cccc([N+](=O)[O-])c2)C(C(=O)O)C1 (stereo not given),8,-3,-1.4,6,5,-19,13,1,91,105
CC(=O)C1C(c2ccccc2)c2c(n[nH]c2C)CC1(C)O (stereo not given),1,-17,-0.5,nt,5,-36,-1,nt,95,100
O=C1/C(=C/c2ccncc2)SC(=S)N1C1CCS(=O)(=O)C1 (stereo not given),0,23,-2.6,42,7,-22,-2,nt,103,95
CCN(c1cccc(C(F)(F)F)c1)S(=O)(=O)c1ccc2c(c1)CCN2C(C)=O,6,9,-0.8,-8,6,-9,-11,-1,68,74
Cc1nn(C)cc1/C=N/NC(=S)Nc1ccccc1,2,24,-2.6,-30,20,-13,-13,2,32,11
COCCN(C(=O)Nc1ccc(OC)cc1OC)C1CCN(C(C)=O)CC1,2,6,-1.1,-23,7,-32,-12,-2,98,97
COc1cccc(-n2c(SCC(=O)OC(C)C)nnc2-c2cccnc2)c1,2,-13,-0.2,-3,16,-32,25,nt,94,100
COc1ccc(/C=C/C(=O)c2ccccc2)cc1Cn1nnc2ccccc21,4,nt,-5.5,13,15,-23,8,-8,2.8*,2.9*
O=C(O)CCN1C(=O)c2ccccc2C1=O,3,24,-0.3,-3,3,-2,1,-1,102,100
CC(C)CC(=O)Nc1c2c(nn1-c1ccc(F)cc1)CSC2,3,-10,-2.6,1,10,1,-11,nt,87,91
CCc1ccc(-c2nc(CN3CCC(C(=O)NCCc4ccc(OC)c(OC)c4)CC3)c(C)o2)cc1,13,7,-3.0,-17,nt,-44,0,0,15,2.0*
CCCN1CCC(NC(=O)Nc2ccc(OC)c(OC)c2)CC1,1,-2,0.2,-4,13,9,-10,2,103,100
Cn1c(Cl)nc2c1c(=O)n(Cc1cccc(Br)c1)c(=O)n2C,6,nt,-1.6,-14,25,-1,1,0,74,73
COc1ccccc1C1=NN(C(=S)Nc2ccccc2)C(c2ccco2)C1 (stereo not given),5,-26,-4.2,-13,1,-27,-3,2,58,62
COC(=O)c1cc(OC)c(OC)cc1-n1cnc2cc(OC)c(OC)cc2c1=O,1,nt,-0.8,-1,6,-16,3,2,98,99
O=C(NCc1ccco1)c1cc(-c2ccc3c(c2)OCO3)on1,7,nt,-3.2,-6,6,-13,3,-1,95,88
O=C(NC(=S)Nc1ccc(Cl)cn1)C(c1ccccc1)c1ccccc1,4,-2,-6.1,-11,4,-2,-4,1,36,23
NS(=O)(=O)c1ccc(NC=C2C(=O)OC3(CCCCC3)OC2=O)cc1,0,-18,-0.9,-5,4,-34,7,9,106,91
Clc1ccc(CNC2CCCC2)cc1,1,21,-1.4,-8,14,-16,-1,0,99,97
Cc1ccc(C(=O)CC2(O)C(=O)N(C)c3ccccc32)o1 (stereo not given),2,nt,-2.9,-4,31,-31,-20,0,95,93
O=C(CCNC(=O)c1ccccc1)Oc1ccc([N+](=O)[O-])cc1,-2,nt,0.0,-1,30,15,-4,6,94,95
O=C(C1CCC1)N1CCc2cc(S(=O)(=O)NCC3COc4ccccc4O3)ccc21 (stereo not given),20*,-16,-0.6,-5,8,-26,-10,4,78,85

# Rewritten field by field: two of the compounds above.
Compound: COC(=O)c1cc(OC)c(OC)cc1-n1cnc2cc(OC)c(OC)cc2c1=O
  NPY Y2 blocker: 1	E-sel TNF inh: nt	MRP1 act: -0.8	Yeast lifespan up: -1	Measles CPE: 6	Yeast growth inh: -16	GALR2 antag: 3	Phagocyt inh: 2	PTEN del growth: 98	bCat KO growth: 99

Compound: O=C(NCc1ccco1)c1cc(-c2ccc3c(c2)OCO3)on1
  NPY Y2 blocker: 7	E-sel TNF inh: nt	MRP1 act: -3.2	Yeast lifespan up: -6	Measles CPE: 6	Yeast growth inh: -13	GALR2 antag: 3	Phagocyt inh: -1	PTEN del growth: 95	bCat KO growth: 88

# The listing continues.
SMILES,NPY Y2 blocker,E-sel TNF inh,MRP1 act,Yeast lifespan up,Measles CPE,Yeast growth inh,GALR2 antag,Phagocyt inh,PTEN del growth,bCat KO growth
Fc1ccc(Nc2nc(Oc3ccccc3F)nc(N3CCCC3)n2)cc1,7,4,1.9,-16,5,-16,6,3,89,100
CCSc1nn2c(=O)c3ccccc3nc2s1,4,4,-0.8,-8,32,7,1,1,93,104
CCOC(=O)c1sc(N(Cc2ccccc2)C(=O)COC(=O)c2ccc(O)cc2)nc1C,26*,nt,3.5,-1,13,-21,-15,-5,74,81
CCc1nc2c(sc3nc4c(cc32)COC(C)(C)C4)c(=O)n1Cc1ccccc1,2,nt,-0.1,7,4,-34,4,1,60,60
COc1ccc(C)cc1-n1c(N)c(C#N)c(C#N)c1-c1ccc(OC)c(OC)c1OC,3,13,-4.3,3,5,-16,-4,nt,92,82
C#CCOc1nc(OCC#C)nc(OCC#C)n1,4,nt,-2.2,-9,0,31,8,-1,111,104
O=[N+]([O-])c1ccc(C=Nc2ccc(Cl)cc2Cl)s1,-1,5,-6.9,2,4,-31,-5,nt,2.4*,3.5*
O=C(O)C1CC=CCC1C(=O)N1CCN(c2nc(-c3ccccc3)c3ccccc3n2)CC1 (stereo not given),7,nt,-6.0,-22,24,15,23,-4,83,85

# By substructure, the compounds so far with a halogen (7)
SMILES,NPY Y2 blocker,E-sel TNF inh,MRP1 act,Yeast lifespan up,Measles CPE,Yeast growth inh,GALR2 antag,Phagocyt inh,PTEN del growth,bCat KO growth
CCN(c1cccc(C(F)(F)F)c1)S(=O)(=O)c1ccc2c(c1)CCN2C(C)=O,6,9,-0.8,-8,6,-9,-11,-1,68,74
CC(C)CC(=O)Nc1c2c(nn1-c1ccc(F)cc1)CSC2,3,-10,-2.6,1,10,1,-11,nt,87,91
Cn1c(Cl)nc2c1c(=O)n(Cc1cccc(Br)c1)c(=O)n2C,6,nt,-1.6,-14,25,-1,1,0,74,73
O=C(NC(=S)Nc1ccc(Cl)cn1)C(c1ccccc1)c1ccccc1,4,-2,-6.1,-11,4,-2,-4,1,36,23
Clc1ccc(CNC2CCCC2)cc1,1,21,-1.4,-8,14,-16,-1,0,99,97
Fc1ccc(Nc2nc(Oc3ccccc3F)nc(N3CCCC3)n2)cc1,7,4,1.9,-16,5,-16,6,3,89,100
O=[N+]([O-])c1ccc(C=Nc2ccc(Cl)cc2Cl)s1,-1,5,-6.9,2,4,-31,-5,nt,2.4*,3.5*

# Compound activity from PubChem BioAssay.

# An unsorted share of the library; about 6.1% have a hit in one of these screens.
